RAD52 anneal inh: RAD52 (human) annealing inhibition; P43351; recombinant RAD52 DNA annealing, FRET fluorescence; inhibition, % at 18.7 µM; hit rate 0.46% among 360,000; AID 651710;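 active means every replicate showing at least 50% inhibition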
Target sequence (P43351 whole entry, looked up): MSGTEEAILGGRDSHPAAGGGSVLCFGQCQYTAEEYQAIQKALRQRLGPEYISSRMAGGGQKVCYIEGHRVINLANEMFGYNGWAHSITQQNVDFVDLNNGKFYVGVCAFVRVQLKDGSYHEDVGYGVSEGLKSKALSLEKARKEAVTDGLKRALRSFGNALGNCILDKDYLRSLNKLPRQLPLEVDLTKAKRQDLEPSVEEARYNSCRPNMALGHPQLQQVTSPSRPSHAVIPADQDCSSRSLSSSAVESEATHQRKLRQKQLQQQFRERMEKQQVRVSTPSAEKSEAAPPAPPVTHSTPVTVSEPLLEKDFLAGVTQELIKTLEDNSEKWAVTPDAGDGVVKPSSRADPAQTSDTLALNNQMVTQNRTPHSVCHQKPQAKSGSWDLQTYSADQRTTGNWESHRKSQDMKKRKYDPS
E-sel inducer: induces E-selectin expression in human endothelial cells; hit rate 0.37% among 260,000; activation, % at 7.58 µM; HUVEC E-selectin immunofluorescence imaging; normalized: neutral wells 0, TNF-alpha wells 100;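 active means mean E-selectin-positive cell signal at least 10% of the positive control, reached in at least 60% of replicates, without over 20% cell loss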;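 further: in these data hits start at about 27%; measured in HUVEC primary endothelial cells; signal is the percent of cells scored E-selectin positive by PE staining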
Target sequence (P16581 whole entry, looked up): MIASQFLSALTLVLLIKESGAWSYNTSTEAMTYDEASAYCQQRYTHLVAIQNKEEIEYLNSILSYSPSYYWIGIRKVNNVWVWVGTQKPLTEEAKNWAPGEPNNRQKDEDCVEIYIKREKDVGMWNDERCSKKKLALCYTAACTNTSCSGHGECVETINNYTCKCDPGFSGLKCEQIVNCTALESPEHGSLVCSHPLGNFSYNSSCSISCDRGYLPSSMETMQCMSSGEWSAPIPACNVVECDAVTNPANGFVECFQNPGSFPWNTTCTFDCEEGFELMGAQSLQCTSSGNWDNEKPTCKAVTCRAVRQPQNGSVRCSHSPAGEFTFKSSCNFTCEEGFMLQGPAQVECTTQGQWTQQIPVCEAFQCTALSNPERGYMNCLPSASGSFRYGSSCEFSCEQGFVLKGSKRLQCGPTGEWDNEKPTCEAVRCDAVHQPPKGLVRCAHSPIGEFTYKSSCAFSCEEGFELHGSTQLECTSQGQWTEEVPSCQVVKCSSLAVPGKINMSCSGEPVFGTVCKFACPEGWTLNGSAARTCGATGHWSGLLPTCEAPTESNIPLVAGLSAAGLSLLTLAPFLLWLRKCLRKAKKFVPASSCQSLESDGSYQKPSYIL
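Assay system: HUVEC, human umbilical vein endothelial cells / Amount: 3,000 HUVEC/well / Controls: TNF-alpha positive control, DMSO neutral control / Compound dosing: single concentration / Medium: EGM-2 over gelatin coat / Evaluation: percent E-selectin-positive cells / Signal: immunofluorescence imaging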
EWS-Fli inh: blocks EWS/Fli oncoprotein-driven transcription; A673 NR0B1-luciferase reporter, viability-normalised; inhibition, % at 12.6 µM; hit rate 0.67% among 350,000;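 active means mean inhibition of at least 50% after viability correction, with every replicate also passing that limit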;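 further: firefly luciferase signal divided by Alamar Blue viability fluorescence both relative to DMSO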
FN deposit inh: fibronectin deposition inhibition; inhibition, % at 12.6 µM; hit rate 0.086% among 350,000; AH1F fibroblasts, Alexa488-fibronectin deposition fluorescence, overnight; AID 743247;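 active means mean inhibition across replicates of 30% or more, regardless of how many single replicates reach that level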;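 further: positive control wells lacked labelled fibronectin entirely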
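Assay system: AH1F fibroblasts / Quantity: 10000 cells per well / Medium: DMEM plus 2% serum, read in PBS / Reagent: labelled fibronectin 24 nM / Dosing: single dose, pinned / Times: 1 h cell attachment, overnight exposure to compound and label / Signal: fluorescence, ex 485 nm, em 525 nm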
S100A4 inh HTS: blocks human S100A4 binding to myosin IIA peptide; P26447; S100A4/TAMRA-MyoIIA peptide fluorescence polarization; inhibition, % at 10.7 µM; hit rate 0.14% among 360,000; AID 652163;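 active means mean inhibition of at least 70% across replicates, with every replicate also reaching that level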
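incubation = readout 5 min after mixing, signal stable up to 60 min | system = S100A4 monomer protein | buffer or medium = HEPES pH 7.2 with CaCl2, KCl, NaCl, DTT, Triton | benchmarks = neutral control DMSO, positive control TFP | also added = fluorescent myosin IIA peptide, 5 nM | compound dosing = one concentration per compound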
XiGFP reactiv: X-chromosome reactivation activator. XiGFP mouse fibroblasts, % GFP-positive cells imaging, 3 d; cells co-treated with 5-aza-dC sensitizer; scaled so ellipticine positive control = 100%. activation, % at 7.58 µM. hit rate 0.055% among 360,000. AID 743238;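 active means mean normalized replicate activation at least 10% and every replicate at or above 10%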;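 further: 0% = median of on-plate neutral control wells and 100% = ellipticine 6 µM median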
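System: 68-5-11 XiGFP fibroblast line | Buffer or medium: DMEM containing 5-aza-dC | Compound: Single point | Times: Compounds 3 days, fix/stain 15 min at room temperature | Benchmarks: Positive control ellipticine, 6 µM final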
RAD54 branch: RAD54 (human) branch migration inhibition; Q92698; RAD54 Holliday junction branch migration, FAM/BHQ fluorescence; inhibition, % at 10.4 µM; hit rate 0.14% among 360,000; AID 602329;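 active means mean normalized replicate activity at least 40 and at least half of replicates scoring 40 or more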;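 further: 0% = median of neutral control wells and 100% = median of positive control wells; inhibitors cause a drop in the FAM fluorescence signal; in these data hits start at about 50%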
esBAF inh: inhibitors of esBAF chromatin remodeling in mouse ES cells. Bmi1-luciferase knock-in reporter, 24 h; 100% = twice the neutral-well signal. reporter increase, % at 12.5 µM. hit rate 2% among 350,000; in the data active means activation above about 40%;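 further: 0% = median of the plate's neutral control wells and 100% = double that signal; a rise in the Bmi1 reporter signal indicates esBAF inhibition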
The depositor's hits bear a star; . = not tested or not shown. Hits appear at their usual frequency, and some 3% of all compounds hit somewhere here.

SMILES	RAD52 anneal inh	E-sel inducer	EWS-Fli inh	FN deposit inh	S100A4 inh HTS	XiGFP reactiv	RAD54 branch	esBAF inh
COc1ccc(C)cc1NC(=O)C(c1ccccc1)N1CCN(CC(=O)N2CCOCC2)CC1 (configuration not stated)	-8	0.1	7	4	4	0.0	1	3
Cc1ccc(NC(=O)CCc2nnc(SCC(=O)Nc3ccccc3C)n2C)cc1Cl	-7	.	10	.	4	.	-5	-2
O=C(O)CNS(=O)(=O)c1c(Cl)cccc1Cl	-6	2.2	3	2	-14	0.0	9	5
C[C@H]1CN([C@@H](C)CO)C(=O)c2cc(NC(=O)Cc3ccccc3)ccc2O[C@@H]1CN(C)Cc1ccc(Oc2ccccc2)cc1	27	0.2	8	23	-11	0.1	-5	-2
Cc1ccc2c(c1)N(C(=O)CCC(=O)N1CCOCC1)CCO2	-7	-0.7	1	0	6	0.0	1	-5
O=C(COC(=O)Cc1ccc(Br)cc1)NCC1CCCCC1	-9	1.6	5	-7	0	-0.1	.	.
C=CCn1c(OCc2ccccc2)n[nH]c1=S	1	.	8	-5	1	0.1	2	3
CCOC(=O)C1CCN(CCC(=O)Nc2ccc(F)cc2)CC1	-10	.	0	0	3	0.1	.	-7
CCOC(=O)c1ccc(N(C(=O)CNC(=O)c2ccco2)C(C(=O)NCC2CCCO2)c2ccc(OC)c(OC)c2)cc1 (configuration not stated)	-2	0.0	7	-1	-27	-0.1	6	-3
CC(=O)N1CCN=C1SCc1ccc(C)cc1	7	.	-9	-9	-1	0.1	1	2
O=C1C2C3C=CC(C4CC34)C2C(=O)N1/N=C/c1ccc([N+](=O)[O-])o1 (configuration not stated)	-15	.	21	17	0	0.1	.	.
CCNC(=O)N(CC)C[C@H]1N[C@@](Cc2ccccc2)(C(=O)OC)[C@H]2C(=O)N(C)C(=O)[C@@H]12	3	.	4	-3	-5	4.9	-3	-2
N=C1C(c2ccccc2)=C(O)CN1c1cccc(S(=O)(=O)N2CCCCC2)c1	-9	-0.5	8	7	-20	0.1	.	.
CCOC(=O)C1CCN(C(=O)C2CCN(c3nnc(-n4cccc4)s3)CC2)CC1	-7	.	.	-7	6	0.0	-3	8
CCCNC(=O)C[C@H]1C[C@@H]2c3cc(NS(=O)(=O)c4ccc(F)cc4)ccc3O[C@@H]2[C@@H](CO)O1	-7	-0.3	1	-41	5	0.3	6	4
CCCNC(=O)Nc1ccc2c(c1)C(=O)N(C)C[C@H](OC)[C@@H](C)CN(Cc1ccccc1)[C@@H](C)CO2	.	0.0	2	2	.	0.0	.	3
CC(=O)NCC(=O)NC1CCCc2c1cnn2-c1ccc(C(C)(C)C)cc1 (configuration not stated)	-8	0.1	-7	-3	-2	0.1	-9	7
O=C(COC(=O)c1cccc(S(=O)(=O)N2CCOCC2)c1)c1ccccc1	-3	.	3	1	-2	0.0	-13	0
COc1ccc(Nc2nc3c([nH]2)c(=O)[nH]c(=O)n3C)cc1	-8	.	-6	-5	2	0.2	.	.
C=CCn1c(SCC(=O)Nc2ccc(F)cc2)nc2ccccc2c1=O	-4	1.3	5	3	3	0.0	-1	0

A second format for 3 compounds above.
> C=CCn1c(OCc2ccccc2)n[nH]c1=S
  RAD52 anneal inh = 1 | E-sel inducer = . | EWS-Fli inh = 8 | FN deposit inh = -5 | S100A4 inh HTS = 1 | XiGFP reactiv = 0.1 | RAD54 branch = 2 | esBAF inh = 3

> CCOC(=O)C1CCN(CCC(=O)Nc2ccc(F)cc2)CC1
  RAD52 anneal inh = -10 | E-sel inducer = . | EWS-Fli inh = 0 | FN deposit inh = 0 | S100A4 inh HTS = 3 | XiGFP reactiv = 0.1 | RAD54 branch = . | esBAF inh = -7

> CCOC(=O)c1ccc(N(C(=O)CNC(=O)c2ccco2)C(C(=O)NCC2CCCO2)c2ccc(OC)c(OC)c2)cc1 (configuration not stated)
  RAD52 anneal inh = -2 | E-sel inducer = 0.0 | EWS-Fli inh = 7 | FN deposit inh = -1 | S100A4 inh HTS = -27 | XiGFP reactiv = -0.1 | RAD54 branch = 6 | esBAF inh = -3

Remaining list, next part:
SMILES	RAD52 anneal inh	E-sel inducer	EWS-Fli inh	FN deposit inh	S100A4 inh HTS	XiGFP reactiv	RAD54 branch	esBAF inh
CC(C)(CNC(=O)Cc1ccc(Cl)cc1Cl)N1CCCCC1	-29	.	.	-26	-35	0.1	-2	-7
CO[C@@H]1CN(C)C(=O)c2ccc(NC(=O)Nc3ccccc3F)cc2OC[C@H](C)N(C(C)=O)C[C@H]1C	16	-0.2	-5	.	6	-0.1	-2	6
Cc1cc(O)cc(C)c1NS(=O)(=O)c1ccc2ccccc2c1	-7	8.7	4	-2	-8	0.3	2	1
CCC(=O)Nc1ccc2c(c1)OC[C@H](C)N(C(C)=O)C[C@H](C)[C@H](OC)CN(C)C2=O	-3	-0.2	-2	7	4	0.3	6	-5
CC(C)c1nnc(NC(=O)CCC(=O)Nc2ccccc2)s1	-2	.	14	-8	-1	0.0	.	.
C#CC[N+]1(CC#Cc2cccc3ccccc23)CCOCC1	12	.	-2	0	2	0.0	.	.
CCOc1ccc(NC(=S)NS(=O)(=O)c2cc(Br)ccc2OCC)cc1	-2	2.6	-14	2	-9	-0.1	10	.
CCn1c(C)nnc1SCC(=O)Nc1ccc2c(c1)OCCO2	2	.	-2	2	-1	0.0	7	1
CC1CN(CCCOc2ccc([N+](=O)[O-])cc2)CC(C)O1 (configuration not stated)	.	-0.2	.	-2	.	-0.1	3	.
O=C(OCCN1CCOCC1)c1ccccc1	-1	0.1	-4	1	4	0.4	-4	0
Cc1ccc2nc(-c3ccc(NS(=O)(=O)c4c(C)n(C)c(=O)n(C)c4=O)cc3)sc2c1	-45	-1.5	-48	2	-5	0.0	.	.
O=c1c(-c2cccs2)nc2ccccc2n1C(CCc1ccccc1)c1nc2ccccc2[nH]1 (configuration not stated)	-19	1.6	3	-1	-1	0.0	.	.
COc1ccc(CCNC(=S)NC(=O)c2cccc(Cl)c2)cc1OC	-9	.	9	0	-5	0.0	-1	.
CCCC(=O)Nc1ccc2c(c1)C(=O)N(C)[C@H]1CC[C@H](CC(=O)NCc3ccccc3F)O[C@@H]1CO2	.	-0.1	7	-4	.	0.2	-1	0
CC(c1ccccc1)N1C(=O)/C(=C/c2ccncc2)SC1=S (configuration not stated)	3	0.0	6	-4	-16	0.1	-6	.
CC(C)CCNC(=O)CN1C(=O)NC(c2ccccc2)(c2ccccc2)C1=O	-8	.	12	2	1	0.2	-2	0
O=c1c2c(-c3ccccc3)csc2ncn1/N=C/c1c2ccccc2cc2ccccc12	-32	.	-5	.	-2	.	3	-8
C/C=C/c1ccc([C@H]2[C@@H](CO)N(C(=O)C3CCCC3)[C@H]2CNCC)cc1	-20	-0.5	3	.	-3	0.4	.	.
CC(=O)c1cc(C#N)c(N2CC(C)OC(C)C2)nc1C (configuration not stated)	15	.	2	.	-5	0.0	.	.
Cc1ccc(NC(=O)C2CCN(C(=O)c3cccs3)CC2)cc1	-19	.	4	12	-2	0.1	1	0
O=C(c1cnccn1)N1CC[C@@H]2[C@H](CO)Nc3ccc(-c4cccc(F)c4)cc3[C@@H]21	-220	-0.3	-10	4	-11	0.2	-4	10
Cc1nc(SCC(N)=O)c(C#N)c(C)c1C	-13	1.4	5	-2	-6	0.1	-5	.
O=S(=O)(c1ccccc1)N1CCCCN2[C@@H](CO)[C@@H](c3ccc(-c4ccccc4F)cc3)[C@@H]2C1	33	0.2	41	19	-23	0.0	22	-3
S=C(NCCN1CCOCC1)Nc1ccc(Nc2ccccc2)cc1	-12	5.4	-3	14	5	0.0	13	5
COc1cc(/C=C/C(=O)OCC(=O)N2CC(C)OC(C)C2)ccc1OCC#N (configuration not stated)	-7	0.9	-2	1	-4	0.3	9	-8
COC(=O)c1[nH]c2ccc(F)cc2c1NS(=O)(=O)c1ccc(OC)cc1	-9	.	49	13	0	1.5	.	.
CO[C@H]1CN(C)C(=O)c2cc(NC(=O)c3ccccc3F)ccc2OC[C@@H](C)N(C(C)=O)C[C@H]1C	.	-0.2	0	-24	.	0.0	.	0
Cc1ccc(/C=C(\NC(=O)c2ccccc2)C(=O)OCc2ccccc2)cc1	-18	.	7	.	1	0.1	.	.
O=C(Cc1ccccc1)Nc1nccs1	-2	-0.1	-18	2	1	0.0	-6	3
O=C(Cn1cc([N+](=O)[O-])ccc1=O)NC1CCCCC1	-13	.	-1	9	2	0.0	-1	-1
Cc1ccc2c(c1)c1nnc(SCC(=O)Nc3ccccc3C(F)(F)F)nc1n2CC(=O)O	-6	.	1	4	4	0.0	.	.
COc1ccc(CN(C)C[C@H]2Oc3ccc(NS(=O)(=O)c4ccc(C)cc4)cc3CC(=O)N([C@H](C)CO)C[C@H]2C)cc1	2	0.0	11	.	8	0.4	-4	3
C/C(=N\NC(N)=O)c1ccccc1	-4	.	-7	-7	6	-0.1	.	.
O=C(O)CCCN1C(=O)C2C3CC(C2C1=O)C1C(c2ccccc2)c2sc(=O)[nH]c2SC31 (configuration not stated)	-16	1.7	9	-7	2	0.4	.	.
CO[C@@H]1CN(C)C(=O)c2cc(NC(=O)C3CC3)ccc2OC[C@H](C)N(Cc2ccncc2)C[C@@H]1C	-7	1.2	-5	1	-4	0.1	-18	-6
C[C@@H]1CCCCO[C@H](CN(C)S(=O)(=O)c2cccs2)[C@H](C)CN([C@@H](C)CO)C(=O)c2cc(NS(=O)(=O)c3cccs3)ccc2O1	-3	-0.3	-2	-6	3	0.2	-3	4
Cc1ccc(C)c(OCC(=O)NCC2COc3ccccc3O2)c1 (configuration not stated)	-6	.	-2	0	-6	0.3	-4	-5
O=C(C[C@H]1C=C[C@H](NC(=O)CCN2CCCCC2)[C@@H](CO)O1)NCc1ccc(Cl)c(Cl)c1	7	-0.3	-5	-6	1	-0.1	3	-4
CCS(=O)(=O)Nc1ccc2c(c1)C(=O)N(C)C[C@H](OC)[C@H](C)CN(C)[C@H](C)CO2	4	20	-8	-8	4	0.1	3	0
C/C(=N/NC(=O)CN1CCN(S(=O)(=O)c2ccc(Br)cc2)CC1)c1ccncc1	-91	0.3	-5	-3	2	.	.	-5
COc1ccc(C(=O)NCCNc2nc3cc(C)cc(C)c3cc2C#N)cc1	-2	-0.1	-3	11	-1	0.0	.	.
CCOC(=O)N1CCC(NC(=O)CS(=O)(=O)Cc2nc(-c3ccc(C)cc3)oc2C)CC1	-9	0.0	6	-19	-1	0.1	-1	0
CC1(C(=O)NS(=O)(=O)c2ccc(Cl)cc2)CCN1C(=O)C/C=C/c1ccccc1 (configuration not stated)	-6	-0.2	-7	-5	4	0.4	-7	3
Cc1nc(C)n(CC(=O)N2CCCC(C(=O)c3ccc(C(F)(F)F)cc3)C2)n1 (configuration not stated)	6	0.4	-5	9	2	0.1	.	.
COc1ccc(C(=O)C(=O)N2CCC(c3ccccc3)CC2)cn1	-14	5.1	3	-6	-6	0.1	.	.
c1ccc(-n2nnnc2CN2CCOCC2)cc1	-5	.	10	-10	-2	0.1	-3	.
C[C@@H]1CN([C@H](C)CO)S(=O)(=O)c2ccc(-c3cccnc3)cc2O[C@H]1CN(C)Cc1ccncc1	-17	-0.6	4	-4	-29	-0.4	-10	7
CCOC(=O)C1(Cc2ccccc2)CCN(Cc2cccn2-c2cccnc2)CC1	-11	3.2	2	-1	-8	0.1	.	.
CC(C)[C@H](NC(=O)C1CCN(S(=O)(=O)c2ccccc2)CC1)C(=O)NCc1ccc(F)cc1	-5	.	1	-11	-1	0.1	1	-2
